APJ antag = antagonists of human APJ apelin receptor; P35414; CHO-K1 APJ beta-arrestin complementation, luminescence; inhibition, % at 20 µM; hit rate 0.32% among 330,000;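 active = inhibition above about 40% at 20 µM, limit read from the data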;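 note: cells challenged with 10 nM apelin-13 agonist together with compound; plate controls were apelin-13 plus DMSO wells for no effect and DMSO wells lacking apelin-13 for full effect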
Target sequence (P35414 whole entry, looked up): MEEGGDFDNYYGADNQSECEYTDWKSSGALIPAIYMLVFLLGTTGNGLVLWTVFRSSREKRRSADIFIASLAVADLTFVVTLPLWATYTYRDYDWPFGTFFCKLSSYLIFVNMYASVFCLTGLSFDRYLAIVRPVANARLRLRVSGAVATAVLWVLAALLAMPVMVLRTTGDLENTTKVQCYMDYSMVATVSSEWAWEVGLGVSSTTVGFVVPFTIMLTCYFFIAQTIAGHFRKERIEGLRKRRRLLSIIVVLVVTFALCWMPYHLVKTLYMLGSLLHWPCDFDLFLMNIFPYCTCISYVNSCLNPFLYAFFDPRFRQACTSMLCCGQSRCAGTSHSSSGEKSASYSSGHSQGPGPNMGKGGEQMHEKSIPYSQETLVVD
beta cell repl = induces beta-cell replication in MIN6 cells | MIN6 cells proliferation, ATPlite luminescence, 48 h; cells starved in 0.2% serum; 100% = growth in 10% serum | proliferation, % at 10 µM | hit rate 0.29% among 330,000 | AID 2380;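 active = compounds whose signal lies at least 3.5 SD above the mean of all wells on their plate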;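 note: 0% = DMSO-treated cells in low-serum medium and 100% = 10% serum control; some compounds called inactive have numbers as strong as hits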
tim23-1 inh = inhibits growth of tim23-1 mutant yeast; S. cerevisiae tim23-1 growth, BacTiter-Glo luminescence, 24 h; inhibition, % at 20 µM; hit rate 1.3% among 330,000;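 active = growth inhibition of the mutant yeast at or above 50%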;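 note: temperature-sensitive mutant grown at 25 °C; plate controls were DMSO-treated mutant yeast for no effect and medium wells lacking yeast for full effect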
APJ agonist = activates the human apelin receptor APJ; P35414; CHO-K1 APJ PathHunter beta-arrestin, luminescence; 0% DMSO wells, 100% apelin; activation, % at 20 µM; hit rate 0.11% among 330,000;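 active = activation more than six SD over the plate average, tested at 20 µM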;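 note: 0% = DMSO alone and 100% = apelin-13 at 10 nM; some results filed as inactive read as strong as hits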
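Test system: CHO-K1 APJ beta-arrestin complementation cell line. Amount: cell density 1000 per well. Controls: DMSO negative, 10 nM Apelin-13 positive. Signal: luminescent beta-gal fragment complementation, chemiluminescent substrate. Read-out basis: agonist-driven arrestin binding to APJ. Timing: compound stimulation 90 min at 25 °C, detection 60 min.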
NALP3 yeast inh = inhibitors of NALP3 inflammasome in yeast; hit rate 0.39% among 330,000; inhibition, % at 10 µM; Yeast reconstituted NLRP3/ASC/caspase-1, beta-gal luminescence, 24 h;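 active = inhibition of 50% or more; inactive = inhibition below 50%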;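 note: plate controls were induced DMSO wells for no effect and uninduced yeast grown without galactose for full effect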
MPTP inh = inhibitors of mitochondrial permeability transition pore; isolated mouse mitochondria, Ca2+ swelling absorbance, 30 min; inhibition, % at 10 µM; hit rate 1.4% among 360,000; AID 602449;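 active = inhibition of 50% or more, scaled per plate between neutral and stimulator controls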;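 note: 0% = DMSO wells given calcium and 100% = 1 mM EGTA wells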
NR3A LBD binder = NR3A (human) ligand-binding domain modulation; AID 1259313; Tm shift relative to glycine control, % at 25 µM; NR3A LBD differential scanning fluorimetry, Tm shift; 0% = protein alone, 100% = glycine-bound protein; hit rate 2.5% among 340,000;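 active = melting temperature shift of at least 10% of the positive control shift, at one fixed dose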
TIM10 inh = inhibits growth of TIM10 yeast strain; inhibition, % at 10 µM; hit rate 1.4% among 330,000; S. cerevisiae TIM10 strain growth, BacTiter-Glo luminescence, 24 h;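 active = inhibition of 40% or more at the single tested concentration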;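 note: wild-type TIM10 isogenic control strain grown at permissive 25 °C; 0% = DMSO yeast wells and 100% = minimal medium wells without yeast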
tim10-1 inh = growth inhibitors of tim10-1 mutant yeast; S. cerevisiae tim10-1 ts strain growth, BacTiter-Glo, 24 h; inhibition, % at 20 µM; hit rate 2.2% among 330,000;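 active = inhibition of at least 40%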;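 note: mutant grown at 25 °C; 0% = DMSO wells with yeast and 100% = wells holding no yeast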
An asterisk follows results filed as active; . = no result given. This is a random part of the collection (roughly 7.2% active in at least one column).

SMILES | APJ antag | beta cell repl | tim23-1 inh | APJ agonist | NALP3 yeast inh | MPTP inh | NR3A LBD binder | TIM10 inh | tim10-1 inh
NC1=NC[C@@H](Cc2ccc(O)cc2)N1CCc1cccc(F)c1 | 5 | 2 | 6 | 1 | 6 | 2.3 | -3 | 9 | 10
Cc1noc(C)c1COC(=O)CCN1c2ccccc2Sc2ccccc21 | 9 | -3 | 14 | -5 | 15 | -0.2 | 2 | -12 | 18
COc1cc2c(cc1NC(=O)CC1SC(N3CCCC3)=NC1=O)oc1ccccc12 (stereo not drawn) | -2 | 2 | 38 | 6 | -2 | 0.5 | 2 | 30 | 35
Cc1ccc(N2C(=O)CC3(CC4C=CC3C4)C2=O)cc1 (stereo not drawn) | 15 | 1 | 16 | 2 | 24 | -7.3 | -1 | -2 | 15
COc1cc(/C=N/Nc2ccccc2C(F)(F)F)ccc1O | -10 | -5 | 27 | 0 | -8 | 1.5 | 0 | 6 | 17
O=C(Cn1nnc(-c2cccs2)n1)Nc1ccccc1C(F)(F)F | 9 | 3 | 1 | -1 | 6 | 0.7 | 0 | 1 | -7
CC(CCn1cccn1)NC(=O)CCc1nnc(C2CCCCC2)o1 (stereo not drawn) | -3 | 0 | 0 | -4 | -4 | -1.4 | -1 | -15 | -14
C=CCNC(=O)c1onc(CSc2ccc(F)c(F)c2)c1C(=O)O | 0 | -4 | 7 | -2 | -2 | -2.0 | 1 | -7 | -7
CCOC(=O)c1ccc(NS(=O)(=O)c2c(C)n(C)c(=O)n(C)c2=O)cc1 | 4 | 1 | 21 | 10 | -9 | -0.6 | -1 | -2 | 12
CCC(=O)Nc1cc(OC)c(NC(=O)c2ccccc2)cc1OC | -10 | 0 | 20 | 10 | 13 | -0.8 | -1 | 15 | 14
COc1ccc(N2Cc3ccccc3C2)cc1Cl | 2 | -4 | 30 | 2 | 24 | -0.6 | 4 | -5 | -7
COC(=O)c1ccc(CSc2nc3sc(C)c(C)c3c(=O)[nH]2)cc1 | -4 | -5 | -1 | -2 | 2 | 0.9 | 0 | -14 | 2
CC(C)CC[n+]1ccn(-c2nc3ccccc3nc2[N-]S(=O)(=O)c2ccc(Cl)cc2)c1 | 5 | 2 | 7 | 2 | 13 | 4.0 | -1 | 10 | 8
CCCOc1ccc(/C=c2\sc3ncnn3c2=O)cc1 | 1 | -1 | 47 | -2 | 20 | -0.3 | -2 | 19 | 32
CCCN1Cc2cccc(C(=O)NCCc3ccccc3)c2C1=O | 19 | 11* | 17 | -5 | 3 | 0.4 | 4 | -9 | 23
CCCCOc1ccccc1C1C(C(=O)OC)=C(C)N(C)C(C)=C1C(=O)OC | 19 | -3 | 46 | -1 | -6 | 3.0 | 0 | 23 | 30
NNC(=O)CCC(=O)Nc1ccccc1 | -26 | -3 | -5 | -2 | 3 | -1.2 | -1 | -20 | -15
CCOC(=O)c1c(NC(=O)COC(=O)Cc2c[nH]c3ccccc23)sc(C(=O)N(C)C)c1C | 6 | 1 | 19 | -1 | 5 | 0.7 | . | 11 | 2
Cn1cc(C(=O)NC2CCCCC2)c(=O)c2cc(S(=O)(=O)N3CCOCC3)ccc21 | -3 | -2 | 7 | -3 | 5 | -1.6 | 0 | 10 | 12
CSCC[C@H](NC(=O)COc1ccc(Cl)cc1)C(=O)N1CCC2(CC1)NCCc1[nH]cnc12 | 13 | -2 | -11 | -6 | 6 | -0.1 | 2 | -12 | -3
O=[N+]([O-])c1ccc(O)c(-c2nc(-c3ccccc3)c(-c3cccs3)[nH]2)c1 | 42* | -5 | 30 | -6 | -14 | 91* | 30* | 26 | 28
CCCS(=O)(=O)c1csc(C(=O)OC)c1N | -13 | -3 | -6 | 1 | 12 | -0.9 | -1 | -22 | -19
CCN(CC)Cc1nc2c(c(=O)[nH]1)C1(CCCC1)Cc1ccccc1-2 | -8 | -4 | 26 | -2 | -14 | -0.2 | 0 | 38 | 36
O=C(O)C1=C[C@H](c2coc3ccccc3c2=O)C[C@H](OCCCCO)O1 | -12 | 5 | -4 | -3 | 12 | -2.8 | 0 | 2 | 4
CCn1c(COc2cccc(OC)c2)nnc1SCC(=O)NC1CCCC1 | 5 | 0 | 5 | 1 | -11 | 1.1 | 3 | 11 | 1
O=C(NNS(=O)(=O)c1ccc(F)cc1)c1cc(Cl)ccc1O | 0 | 1 | -4 | 2 | 12 | 3.1 | -3 | -9 | -9
Cc1ccc(S(=O)(=O)NC(=O)c2cc(C)n(-c3ccc(N(C)C)cc3)c2C)cc1 | 4 | 0 | 23 | 0 | 40 | 85* | 4 | -10 | 6
COc1ccc(CCNC(=O)CCc2cn(C)c3ccccc23)c(OC)c1OC | 4 | -4 | 23 | -2 | 9 | 0.8 | 1 | 14 | 16
COC(=O)Cn1c2nc3ccccc3nc2c2cccc(C)c21 | 14 | 1 | 13 | -4 | -14 | 0.4 | 2 | 24 | 13
Cc1ccc(C)c(OCCC(=O)OCC(=O)Nc2ccc(Cl)cn2)c1 | -2 | 0 | -6 | -7 | 21 | 0.4 | 1 | -6 | -28
CCOC(CNc1c([N+](=O)[O-])c(=O)n(C)c(=O)n1C)OCC | -9 | 0 | 9 | 0 | 11 | -1.5 | -1 | 4 | -3
COc1cccc(/C=C2\SC(=S)N(CCCC(=O)Nc3cc(C)on3)C2=O)c1 | -2 | -4 | 13 | -5 | 10 | 1.7 | 3 | 14 | 7
COc1ccc(C(=O)N=C2SC3CS(=O)(=O)CC3N2Cc2ccc(OC)c(OC)c2)cc1 (stereo not drawn) | 8 | 11* | -4 | -2 | -1 | -2.6 | 4 | 9 | 3
O=C(Nc1nc2ccccc2[nH]1)C1CCC1 | -1 | -2 | 22 | -2 | 13 | 0.6 | -1 | 3 | 10
C=CCNc1nc(Nc2ccc([N+](=O)[O-])cc2)nc(OCC)n1 | 11 | 0 | -18 | 1 | 16 | 2.0 | 2 | -30 | 10
CCOC(=O)C1=C(c2ccccc2)NC(=S)NC1c1ccc(Cl)cc1 (stereo not drawn) | 10 | -4 | 16 | -3 | 19 | 0.3 | 0 | 17 | 19
CCOc1ccc(N2C(=O)C(c3ccccc3)=C(c3nc4ccccc4s3)C2NC(C)=O)cc1 (stereo not drawn) | 10 | -6 | 19 | 3 | 11 | 6.5 | -2 | 27 | 38
CCOC(=O)c1c(-c2ncc(C(F)(F)F)cc2Cl)noc1C | 8 | -4 | 5 | -1 | 20 | 0.4 | 0 | 11 | -4
CCNC(=S)Nc1ccc(OCC)cc1 | 9 | 3 | 0 | -2 | 8 | -0.7 | 1 | 2 | 7
O=C(NCCN1CCN(C(=O)c2ccc(F)cc2)CC1)C(=O)NCc1ccccc1 | 10 | -1 | 0 | -5 | 5 | -0.8 | 1 | 12 | 9
COc1cccc(-n2nnc3c(=O)n(Cc4ccc(C)cc4)cnc32)c1 | -13 | -4 | 13 | 0 | 20 | -2.4 | 1 | -2 | 12
CCCc1nc2c(nnn2Cc2ccccc2F)c(=O)[nH]1 | 13 | -1 | 12 | -3 | 11 | 0.0 | 1 | 17 | 16
COc1ccc(NC(=O)NCc2cccnc2)cc1 | -18 | 3 | 7 | 3 | -2 | -1.9 | 3 | 1 | 4
CC1=Nc2cc([N+](=O)[O-])ccc2NC(C)(C)C1 | -28 | -3 | 7 | 5 | 3 | 2.8 | -4 | -6 | 13
COc1cc2c(cc1OC)CN(C(=O)CN1CCN(S(=O)(=O)c3ccccc3)CC1)CC2 | 14 | 0 | 2 | -2 | 5 | -1.3 | -2 | -1 | 5
COc1c(S(=O)(=O)N2CCCCC2)ccc2c(S(=O)(=O)N3CCCCC3)cccc12 | 3 | -4 | 17 | 2 | -1 | 11 | -4 | 8 | 3
O=C(CSCc1ccc(Cl)cc1)N1CCN(Cc2ccc3c(c2)OCO3)CC1 | 4 | -1 | 10 | -1 | 18 | -1.8 | 1 | 28 | 37
CCOC(=O)CCNC(C(=O)OCC)c1ccccc1 (stereo not drawn) | -10 | 0 | 9 | -2 | 23 | -0.1 | -3 | 9 | 9
CCn1nnc(-c2ccccc2NC(=O)c2cccc(-n3cnnn3)c2)n1 | 19 | -2 | -13 | -5 | 15 | -0.4 | 4 | 0 | -8
O=C(Cc1ccccn1)c1ccc(O)cc1O | 4 | -4 | -2 | 0 | 7 | -0.4 | 1 | 12 | 4
COc1ccc(N(CC(=O)N2CCN(c3ccc(F)cc3)CC2)S(=O)(=O)c2c(C)noc2C)cc1 | 1 | -3 | 27 | -4 | 13 | -0.7 | 0 | 22 | 18
CC(C)n1c(SC2C(=O)CC(C)(C)CC2=O)nc2c1c(=O)n(C)c(=O)n2C | 5 | 0 | 5 | -3 | -9 | 1.2 | 1 | -13 | -3
COc1cc(NC(=O)C(=O)NCCN(C)C)c(OC)cc1Cl | 1 | -3 | 2 | -2 | 16 | -1.2 | -3 | -4 | 5
CC(=O)c1c(C)n(-c2ccc(Cl)cc2)c2ccc(O)cc12 | -2 | 1 | 6 | -1 | 9 | 2.3 | -2 | 8 | -13
CCn1cc(C(=O)NCc2ccc3c(c2)OCO3)c(=O)c2cc(F)c(N3CCN(C)CC3)cc21 | 1 | -2 | -6 | -6 | 10 | 0.4 | -1 | 9 | -6

Screening data: PubChem, Sanford-Burnham Center for Chemical Genomics
